From PubChem
PRMT1 FP inh: inhibitors of human PRMT1; Q99873; recombinant PRMT1, activity-based probe fluorescence polarization; inhibition, % at 2.79 µM; actives 1.3% (n = 370,000); AID 652257;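 active = inhibition above about 21% made by adding two undisclosed values, limit read from the data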
Target sequence (Q99873 whole entry, looked up): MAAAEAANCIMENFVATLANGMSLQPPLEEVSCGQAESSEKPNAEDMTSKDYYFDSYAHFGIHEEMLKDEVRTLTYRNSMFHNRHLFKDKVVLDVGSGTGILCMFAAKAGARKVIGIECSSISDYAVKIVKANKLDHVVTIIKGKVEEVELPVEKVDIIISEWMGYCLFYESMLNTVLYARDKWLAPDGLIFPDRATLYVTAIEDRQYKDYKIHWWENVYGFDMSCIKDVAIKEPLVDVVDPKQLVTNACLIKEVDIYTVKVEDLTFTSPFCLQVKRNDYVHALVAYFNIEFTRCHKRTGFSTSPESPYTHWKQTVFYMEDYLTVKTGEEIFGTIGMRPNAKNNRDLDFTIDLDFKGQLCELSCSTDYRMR
NPR2 activator: GC-B (human) receptor activation; AID 1920062; activation, % at 10 µM; actives 0.11% (n = 370,000); P20594; HEK293-GC-B cells, CNP EC30, cGMP TR-FRET; 0% at EC30 CNP, 100% saturating CNP;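 active = activation at 10 µM reaching about 35% in either raw or pattern-adjusted values, limit read from the data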
LEDGF integ inh: blocks HIV-1 LEDGF/p75-dependent DNA integration; actives 0.64% (n = 370,000); TR-FRET IN-LEDGF/p75 DNA integration, Eu/Cy5; AID 743269; inhibition, % at 3.7 µM;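 active = inhibition above the screen-wide mean plus 3 SD, cut at about 13% in these data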;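 note: signal is the Cy5 over europium emission ratio at 671 and 618 nm; 0% = plate median of compound wells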
SIAE inh: human SIAE inhibition, primary screen. inhibition, % at 9.66 µM. SIAE FP-Rh probe binding, fluorescence polarization. Q9HAT2. actives 0.69% (n = 370,000). AID 1053197;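 active = inhibition above a cutoff: mean of compounds within the control limits plus 3 SD of those, cut at about 17% in these data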;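 note: 0% = plate median of compound wells and 100% = probe without SIAE protein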
Target sequence (Q9HAT2 whole entry, looked up): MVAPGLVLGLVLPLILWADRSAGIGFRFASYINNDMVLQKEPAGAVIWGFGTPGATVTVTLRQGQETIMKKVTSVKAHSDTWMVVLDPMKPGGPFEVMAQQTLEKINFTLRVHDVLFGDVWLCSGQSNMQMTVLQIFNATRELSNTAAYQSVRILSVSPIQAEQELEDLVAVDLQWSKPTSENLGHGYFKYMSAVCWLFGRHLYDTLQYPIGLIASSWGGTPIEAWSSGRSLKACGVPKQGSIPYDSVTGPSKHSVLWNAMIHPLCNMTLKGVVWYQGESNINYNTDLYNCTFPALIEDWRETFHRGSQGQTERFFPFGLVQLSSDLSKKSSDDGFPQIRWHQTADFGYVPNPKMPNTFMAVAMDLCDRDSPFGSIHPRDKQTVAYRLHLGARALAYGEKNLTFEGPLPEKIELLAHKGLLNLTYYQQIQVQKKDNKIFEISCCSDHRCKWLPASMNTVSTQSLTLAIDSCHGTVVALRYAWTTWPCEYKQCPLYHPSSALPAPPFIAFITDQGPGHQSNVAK
MBD2 inh: inhibitors of human MBD2 binding to methylated oligonucleotide. actives 0.31% (n = 370,000). AID 686964. TR-FRET. inhibition, % at 4.4 µM; in the data active = inhibition above about 13%
TCR CD3 inh: human TCR-CD3 binding inhibition; TAMRA-labeled TCR probe fluorescence, biochemical; inhibition, % at 9.4 µM; actives 0.37% (n = 360,000); AID 651800; in the data active = inhibition above about 19%;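 note: recombinant mutant TCR 2C K166C tagged with TAMRA read by polarization; 0% = receptor in buffer alone and 100% = receptor with positive control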
rCAG RNA binder: binds r(CAG) RNA repeats | r(CAG) RNA repeat, TO-PRO-1 dye displacement fluorescence | inhibition, % at 3 µM | actives 1.3% (n = 370,000) | AID 651821;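 active = inhibition above the plate cutoff, the mean of all test compounds on that plate plus 3 SD, cut at about 35% in these data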;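 note: 0% = DMSO alone and 100% = 100 µM mitoxantrone as full dye displacement; higher means more dye released from RNA so lower well fluorescence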
HTRA1 inhibitor: inhibitors of human serine peptidase HTRA1. Q92743. recombinant HTRA1, FP-rhodamine activity-based probe, fluorescence polarization. actives 0.5% (n = 340,000). inhibition, % at 5.96 µM; in the data active = inhibition above about 36%;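 note: 0% = enzyme with DMSO and 100% = wells lacking enzyme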
mABHD4 FP: inhibits mouse alpha/beta hydrolase domain 4; Q8VD66; purified mABHD4, FP-Rh probe fluorescence polarization; inhibition, % at 8.92 µM; actives 0.54% (n = 370,000); AID 720543;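 active = inhibition exceeding the mean over every tested compound plus 3 SD, cut at about 30% in these data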;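 note: 0% = plate median of compound wells and 100% = S159A mutant with DMSO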
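Assay system: wild-type mouse ABHD4 protein; compound: single nominal dose of 8.92 µM, 0.89% DMSO final; schedule: 45 min + 60 min at 25 °C; measured by: FP readout, ex 525 nm / em 598 nm; evaluation: % inhibition of FP-Rh probe binding versus controls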
TDP2 inh: TDP2 (human) inhibition, absorbance primary screen; O95551; inhibition, % at 12.8 µM; recombinant TDP2, T5PNP hydrolysis, p-nitrophenol absorbance 415 nm; actives 0.34% (n = 370,000);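 active = inhibition above the mean of all tested compounds plus 3 SD, set per campaign, cut at about 25% in these data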;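 note: 0% = DMSO with enzyme and 100% = buffer with substrate but no TDP2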
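System: recombinant human TDP2 / Amount: 120 nM TDP2 per well / Also added: 5 mM T5PNP chromogenic substrate / Doses: 12.8 µM single point, 1% DMSO / Incubation: 2 h at 37 °C / Detection: p-Nitrophenol epi absorbance / Evaluation: % inhibition relative to enzyme-containing and enzyme-free wells / Repeats: singlicate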
Numbers without * were called inactive. A portion of the library; count on the stated rates, not on these rows.

CCOC(=O)C1(C)CCCN(C(=O)c2ccc(F)c(Cl)c2)C1 (stereo unspecified) was read as PRMT1 FP inh -2, NPR2 activator -7, LEDGF integ inh -3, SIAE inh 6, MBD2 inh -2, TCR CD3 inh -3, rCAG RNA binder -2, mABHD4 FP 3 and TDP2 inh 1.
Cc1cc(OCCN2CCN(S(=O)(=O)c3ccccc3F)CC2)ccc1C(C)C was read as PRMT1 FP inh -3, NPR2 activator 4, LEDGF integ inh -1, SIAE inh -2, MBD2 inh -3, TCR CD3 inh 5, rCAG RNA binder 3, HTRA1 inhibitor -15, mABHD4 FP -8 and TDP2 inh 5.
`COc1ccc(C(=O)Nn2c(SCC(=O)c3ccc(Cl)cc3)nc3ccccc3c2=O)cc1` gave PRMT1 FP inh -2, NPR2 activator 1, LEDGF integ inh 0, SIAE inh -73, MBD2 inh -2, TCR CD3 inh 3, rCAG RNA binder 12, HTRA1 inhibitor -14, mABHD4 FP -5 and TDP2 inh -13.
CC1CCCCN1CC(=O)Nc1ccccc1Sc1ccccc1 (stereo unspecified) was read as PRMT1 FP inh 2, NPR2 activator -4, LEDGF integ inh 4, SIAE inh 1, MBD2 inh -5, TCR CD3 inh 7, rCAG RNA binder -4, HTRA1 inhibitor -16, mABHD4 FP -4 and TDP2 inh 4.
Cc1ccc(NC(=O)C[n+]2ccn(C3=C([O-])c4ccccc4C3=O)c2)cc1 was read as PRMT1 FP inh 1, NPR2 activator -1, LEDGF integ inh -4, SIAE inh 5, MBD2 inh -11, TCR CD3 inh -3, rCAG RNA binder 6, HTRA1 inhibitor 6, mABHD4 FP 3 and TDP2 inh 8.
`CC[C@H](CCC(=O)N(c1ccccc1)c1ccccc1)c1ccc(C)cc1` gave PRMT1 FP inh -1, NPR2 activator -16, LEDGF integ inh 2, SIAE inh -2, MBD2 inh 4, rCAG RNA binder 2, mABHD4 FP -7 and TDP2 inh 4.
Screening COc1ccc(/C=C(/NC(=O)c2ccccc2)C(=O)N2CCCCC2)cc1 returned PRMT1 FP inh -3, NPR2 activator 2, LEDGF integ inh 3, SIAE inh -7, MBD2 inh 3, TCR CD3 inh -2, rCAG RNA binder -4, HTRA1 inhibitor 0, mABHD4 FP -4 and TDP2 inh -3.
For CCOP(=O)(OCC)/C(C#N)=C/c1ccc(-c2ccc(F)cc2F)o1 the results were PRMT1 FP inh 0, NPR2 activator 2, LEDGF integ inh 2, SIAE inh 4, MBD2 inh 2, TCR CD3 inh 10, rCAG RNA binder -5, HTRA1 inhibitor -25, mABHD4 FP 3 and TDP2 inh 5.
For CCCn1c(N)c(C(=O)CSc2nnc(C3CC3)n2Cc2ccccc2)c(=O)[nH]c1=O the results were PRMT1 FP inh -2, NPR2 activator 2, LEDGF integ inh -6, SIAE inh 5, MBD2 inh 0, TCR CD3 inh 4, rCAG RNA binder -7, HTRA1 inhibitor -2, mABHD4 FP 2 and TDP2 inh -10.
COc1nccc(C(F)(F)F)c1C(=O)NC(=O)Nc1c(C)cccc1C was read as PRMT1 FP inh 4, NPR2 activator -4, LEDGF integ inh -5, SIAE inh -4, MBD2 inh -3, TCR CD3 inh 5, rCAG RNA binder -8, HTRA1 inhibitor 1, mABHD4 FP -7 and TDP2 inh -12.
For Cc1ccc(C(=O)Nc2nc3nc(-c4ccccc4)cc(=O)n3[nH]2)cc1 the results were PRMT1 FP inh -1, NPR2 activator 6, LEDGF integ inh -4, SIAE inh -6, MBD2 inh 4, TCR CD3 inh 6, rCAG RNA binder 17, HTRA1 inhibitor -14, mABHD4 FP -7 and TDP2 inh 6.
COc1cc(C2SCC(=O)N2c2nnc(C34CC5CC(CC(C5)C3)C4)s2)cc(OC)c1OC (stereo unspecified) was read as PRMT1 FP inh -2, NPR2 activator -2, LEDGF integ inh -1, SIAE inh -4, MBD2 inh 2, TCR CD3 inh -3, rCAG RNA binder -4, HTRA1 inhibitor 2, mABHD4 FP -4 and TDP2 inh 4.
Cc1ccc(S(=O)(=O)N[C@@H](CC(C)C)C(=O)N2CCC(C(=O)N[C@@H](Cc3ccccc3)C(=O)O)CC2)cc1 was read as PRMT1 FP inh 1, NPR2 activator 9, LEDGF integ inh 2, SIAE inh 4, MBD2 inh -2, TCR CD3 inh 6, rCAG RNA binder 11, HTRA1 inhibitor -2, mABHD4 FP 0 and TDP2 inh 0.
Screening CCCSc1nc2c(cnn2-c2ccc(F)cc2)c(=O)[nH]1 returned PRMT1 FP inh -1, NPR2 activator -4, LEDGF integ inh 2, SIAE inh 0, MBD2 inh 3, TCR CD3 inh 2, rCAG RNA binder 7, HTRA1 inhibitor -8, mABHD4 FP 0 and TDP2 inh -6.
`NC(=O)c1nsc(C(=O)N(c2cccc(F)c2)C(C(=O)NCC2CCCO2)c2c[nH]c3ccccc23)c1N` (stereo unspecified) gave PRMT1 FP inh 2, NPR2 activator -16, LEDGF integ inh 2, SIAE inh -10, MBD2 inh -1, TCR CD3 inh 2, rCAG RNA binder 4, HTRA1 inhibitor -20, mABHD4 FP -9 and TDP2 inh 2.

The final two records of the section before are carried over, then new ones follow.
Screening CCCSc1nc2c(cnn2-c2ccc(F)cc2)c(=O)[nH]1 returned PRMT1 FP inh -1, NPR2 activator -4, LEDGF integ inh 2, SIAE inh 0, MBD2 inh 3, TCR CD3 inh 2, rCAG RNA binder 7, HTRA1 inhibitor -8, mABHD4 FP 0 and TDP2 inh -6.
`NC(=O)c1nsc(C(=O)N(c2cccc(F)c2)C(C(=O)NCC2CCCO2)c2c[nH]c3ccccc23)c1N` (stereo unspecified) gave PRMT1 FP inh 2, NPR2 activator -16, LEDGF integ inh 2, SIAE inh -10, MBD2 inh -1, TCR CD3 inh 2, rCAG RNA binder 4, HTRA1 inhibitor -20, mABHD4 FP -9 and TDP2 inh 2.
Screening COc1ccc2c(c1)C(C)CC(C)(C)N2C(=O)NC1CCCCC1 (stereo unspecified) returned PRMT1 FP inh 0, NPR2 activator -2, LEDGF integ inh -1, SIAE inh 5, MBD2 inh 2, TCR CD3 inh 6, rCAG RNA binder -2, HTRA1 inhibitor 7, mABHD4 FP 5 and TDP2 inh 6.
For COc1ccc(NC(=O)CC2C(=O)NCCN2C(=O)c2ccccc2)cc1 (stereo unspecified) the results were PRMT1 FP inh 3, NPR2 activator -1, LEDGF integ inh -2, SIAE inh -4, MBD2 inh 8, TCR CD3 inh -8, rCAG RNA binder -4, HTRA1 inhibitor -1, mABHD4 FP 3 and TDP2 inh -4.
For COc1ccc(/C=N/Nc2nc(=O)[nH]nc2C)cc1[N+](=O)[O-] the results were PRMT1 FP inh -2, NPR2 activator -5, LEDGF integ inh 2, SIAE inh 6, MBD2 inh 1, TCR CD3 inh 10, rCAG RNA binder 2, HTRA1 inhibitor 3, mABHD4 FP 5 and TDP2 inh -5.
For CCN(CC)CCNC(=O)C1c2cc(OC)c(OC)cc2C(=O)N2CCc3ccccc3C12 (stereo unspecified) the results were PRMT1 FP inh -1, NPR2 activator -2, LEDGF integ inh 2, SIAE inh 3, MBD2 inh -4, TCR CD3 inh 1, rCAG RNA binder -5, HTRA1 inhibitor 0, mABHD4 FP 2 and TDP2 inh -10.
For COC(=O)c1cc(OC)c(OC)cc1NC(=S)N1CCN(C)CC1 the results were PRMT1 FP inh -4, NPR2 activator 6, LEDGF integ inh 1, SIAE inh 9, MBD2 inh 0, TCR CD3 inh 7, rCAG RNA binder -1, HTRA1 inhibitor -2, mABHD4 FP -3 and TDP2 inh 5.
For COCCNC(=O)NC(=O)COC(=O)C1(c2ccc(Cl)cc2)CC1 the results were PRMT1 FP inh -3, NPR2 activator 2, LEDGF integ inh 0, SIAE inh 1, MBD2 inh -5, TCR CD3 inh 5, rCAG RNA binder -5, HTRA1 inhibitor 1, mABHD4 FP -2 and TDP2 inh 0.
Screening CCC(NC(=O)Nn1cnnc1)(C(F)(F)F)C(F)(F)F returned PRMT1 FP inh -6, NPR2 activator 2, LEDGF integ inh 1, SIAE inh 4, MBD2 inh -5, TCR CD3 inh 0, rCAG RNA binder -1, HTRA1 inhibitor -1, mABHD4 FP 2 and TDP2 inh 2.
Screening Cc1cccc(C(=O)OCC(=O)Nc2sccc2C(N)=O)c1C returned PRMT1 FP inh -4, NPR2 activator 4, LEDGF integ inh 2, SIAE inh -1, MBD2 inh 1, TCR CD3 inh -3, rCAG RNA binder 5, HTRA1 inhibitor 6, mABHD4 FP 1 and TDP2 inh -13.
For CCOc1cc(/C=N/NC(=O)CSc2nncn2C)ccc1OCC(N)=O the results were PRMT1 FP inh 5, NPR2 activator -2, LEDGF integ inh -1, SIAE inh -1, MBD2 inh 2, TCR CD3 inh 2, rCAG RNA binder -1, HTRA1 inhibitor 10, mABHD4 FP -6 and TDP2 inh 1.
COC(=O)c1cc(-c2ccccc2OC)c(=O)n2c1CCC2 was read as PRMT1 FP inh 2, NPR2 activator 4, LEDGF integ inh -1, SIAE inh -3, MBD2 inh -5, rCAG RNA binder 1, mABHD4 FP 2 and TDP2 inh 7.
Screening CC(C)CN(C(=O)COC(=O)/C=C/c1cccs1)c1c(N)n(Cc2ccccc2)c(=O)[nH]c1=O returned PRMT1 FP inh 1, NPR2 activator 2, LEDGF integ inh -1, SIAE inh -3, MBD2 inh 2, TCR CD3 inh -10, rCAG RNA binder 1, HTRA1 inhibitor -4, mABHD4 FP 1 and TDP2 inh 13.
`CSc1ncc(CN2CCc3c([nH]c4ccccc34)C2C(C)(C)C)cn1` (stereo unspecified) gave PRMT1 FP inh -3, NPR2 activator -3, LEDGF integ inh -1, SIAE inh 7, MBD2 inh 0, TCR CD3 inh -2, rCAG RNA binder -4, HTRA1 inhibitor 3, mABHD4 FP -7 and TDP2 inh 7.
For COc1ccc(-c2cc(=O)oc3cc(OC(C)C(=O)Nc4ccc(CN5CCOCC5)cc4)ccc23)cc1 (stereo unspecified) the results were PRMT1 FP inh -3, NPR2 activator 8, LEDGF integ inh 4, SIAE inh -16, MBD2 inh 1, TCR CD3 inh -3, rCAG RNA binder 4, HTRA1 inhibitor -28, mABHD4 FP -15 and TDP2 inh -3.
For Cc1cccc(C)c1NC(=O)C(C1CC1)n1c(=O)c(-c2ccco2)nc2ccccc21 (stereo unspecified) the results were PRMT1 FP inh 15, NPR2 activator -4, LEDGF integ inh 1, SIAE inh 2, MBD2 inh 3, TCR CD3 inh -4, rCAG RNA binder 28, mABHD4 FP -12 and TDP2 inh 5.
For Cc1cc(C)c(C(=O)NC2CCCc3c2cnn3-c2cccc(C)c2C)o1 (stereo unspecified) the results were PRMT1 FP inh 3, NPR2 activator 3, LEDGF integ inh 2, SIAE inh 6, MBD2 inh 4, TCR CD3 inh -2, rCAG RNA binder -11, HTRA1 inhibitor -4, mABHD4 FP -11 and TDP2 inh -2.
`CCN(CC)C(=O)C1=C(C)N(Cc2ccc(F)cc2)C(=O)C(CC(=O)NC2CCCCC2)C1` (stereo unspecified) gave PRMT1 FP inh 5, NPR2 activator 4, LEDGF integ inh 0, SIAE inh 4, MBD2 inh 6, TCR CD3 inh -4, rCAG RNA binder -1, HTRA1 inhibitor 4, mABHD4 FP -2 and TDP2 inh 1.
Cc1ccc(NC(=O)CSCC(=O)NCc2ccco2)cc1 was read as PRMT1 FP inh -2, NPR2 activator 1, LEDGF integ inh 5, SIAE inh 5, MBD2 inh -6, TCR CD3 inh 8, rCAG RNA binder 1, HTRA1 inhibitor -4, mABHD4 FP -7 and TDP2 inh 9.
